Screening results (PubChem)
EPAC2 antag: qHTS for Antagonist of cAMP-regulated guanine nucleotide exchange factor 2 (EPAC2): primary screen | Rap guanine nucleotide exchange factor 4 (Homo sapiens), Q8WZA2 | EPAC2 GEF exchange of Rap1B-BODIPY-GDP, fluorescence | Potency, µM (series often up to 114 µM), for inactives: at the highest dose activity, negative = inhibition, most hits filed as inhibitors | 360,000 tested, 0.18% active | AID 720708, 2013; further: potency means the concentration at half of the fitted maximal effect; on the % scale 0 is the no-effect control and ±100 the full control effect; nearly all actives have a fitted effect of over 45% in size; many of its hits are not listed in these tables
Target sequence (Q8WZA2 whole entry, looked up): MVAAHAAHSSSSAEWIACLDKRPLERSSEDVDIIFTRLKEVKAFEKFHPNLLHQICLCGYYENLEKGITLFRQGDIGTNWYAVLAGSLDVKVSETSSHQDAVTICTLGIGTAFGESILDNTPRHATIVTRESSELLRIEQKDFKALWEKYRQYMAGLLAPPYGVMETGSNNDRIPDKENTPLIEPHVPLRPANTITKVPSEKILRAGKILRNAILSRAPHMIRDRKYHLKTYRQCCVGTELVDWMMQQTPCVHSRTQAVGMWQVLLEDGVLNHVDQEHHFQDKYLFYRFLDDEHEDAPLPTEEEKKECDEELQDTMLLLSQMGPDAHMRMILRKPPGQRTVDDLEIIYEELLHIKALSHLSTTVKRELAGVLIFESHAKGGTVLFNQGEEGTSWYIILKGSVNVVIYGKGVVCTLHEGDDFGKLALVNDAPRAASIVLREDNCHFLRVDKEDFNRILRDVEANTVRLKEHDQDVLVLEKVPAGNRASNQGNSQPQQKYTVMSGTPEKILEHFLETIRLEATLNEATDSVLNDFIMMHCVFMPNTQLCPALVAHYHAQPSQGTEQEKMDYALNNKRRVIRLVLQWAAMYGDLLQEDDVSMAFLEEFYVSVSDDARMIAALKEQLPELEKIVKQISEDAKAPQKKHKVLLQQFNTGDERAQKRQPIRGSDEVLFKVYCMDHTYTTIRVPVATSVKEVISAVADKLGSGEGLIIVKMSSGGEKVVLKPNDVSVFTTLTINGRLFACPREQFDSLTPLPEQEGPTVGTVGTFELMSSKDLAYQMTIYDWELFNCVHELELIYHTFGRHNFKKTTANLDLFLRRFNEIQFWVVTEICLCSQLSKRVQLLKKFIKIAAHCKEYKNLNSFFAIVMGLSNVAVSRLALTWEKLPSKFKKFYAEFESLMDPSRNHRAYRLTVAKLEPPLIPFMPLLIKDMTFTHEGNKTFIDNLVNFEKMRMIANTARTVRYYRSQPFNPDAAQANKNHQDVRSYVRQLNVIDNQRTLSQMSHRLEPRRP
MmCpn inh: Inhibitors of TCP-1 ring complex (TRiC) of Methanococcus maripaludis (MmCpn): qHTS. purified Mm-Cpn ATPase, ADP Transcreener TR-FRET. Potency, µM (highest dose often 76.9 µM), for the others: top-dose activity, negative = inhibition, most hits filed as inhibitors. 330,000 tested, 0.031% active. AID 504842, 2011; further: potency means the concentration at half of the fitted maximal effect; on the % scale 0 is the no-effect control and ±100 the full control effect; nearly all actives have a fitted effect of over 80% in size
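ATPase turnover read by TR-FRET ADP competition (Eu cryptate antibody/ADP-d2, 665/590 nm): 10uM ATP final, 25nM Mm-CPN final, 30 min 37degC after 10-min compound preincubation, pH 7.4 Tris/KCl/MgCl2/DTT buffer.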
Akt phos inh: HTS Assay for Inhibitors of Akt Phophorylation: Primary Screen; Neuro2A IGF-stimulated pAkt S473 HTRF, 20 min; hits give low values; activity change, % for hits at 50 µM; 360,000 tested, 0.32% active; AID 651550, 2012; in the data active means activity change below about -80%; inconclusive means mostly about -51% to -80%; further: on the % scale 0 is the no-effect control and ±100 the full control effect
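Neuro2A cells in DMEM with 0.5% FBS, overnight at 37 deg C, given compound at single 50 µM final, then IGF (6 nM final) for 20 min at 37 deg C. Lysed; phospho-Akt Ser473 by HTRF after 24 h, 665/615 ratio.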
TGFb inhibitor: qHTS for Inhibitors of TGF-b; Potency, µM (highest dose often 46.1 µM), inactives show at the highest dose activity, negative = inhibition, most hits filed as inhibitors; 410,000 tested, 1.2% active; HepG2 CAGA-GFP TGF-b/SMAD3 reporter, GFP fluorescence, 18 h; TGF-beta stimulated, 500 pg/mL final; AID 588855, 2011; further: potency means the concentration at half of the fitted maximal effect; on the % scale 0 is the no-effect control and ±100 the full control effect; nearly all actives have a fitted effect of over 65% in size
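HEPG2 CAGA-GFP, 1000 cells/well; 2 h settle, 37 C; cpd via pin tool; TGF-b 500 pg/mL final; 18 h, 37 C; GFP imaging ex488/em500-530; %Activity normalised to -TGF-b and +DMSO controls; CRC fit, curve class.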
EPAC2 agonist: qHTS for Agonist of cAMP-regulated guanine nucleotide exchange factor 4 (EPAC2): primary screen | Rap guanine nucleotide exchange factor 4 (Homo sapiens), Q8WZA2 | Potency, µM (series often up to 154 µM), without a hit: at the highest dose activation, actives largely listed as activators | EPAC2 activation, biochemical qHTS; response scale: 100% = 6.5 mM cAMP response | 360,000 tested, 0.079% active; further: potency means the concentration at half of the fitted maximal effect; nearly all actives have a fitted effect of over 50% in size
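Fluorescence exchange assay: 100 nM EPAC2 with 250 nM RAP1B-BODIPY-GDP and 50 uM GDP; compounds tested as a concentration-titration series (qHTS). Loss of Rap1-bound BODIPY-GDP fluorescence read at 480/540 nm; data normalized to 6.5 mM cAMP.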
CCT modulator: High-Throughput Screening for Modulators of Cytosolic Chaperonin Activity; purified chaperonin ATPase assay, HTRF ADP detection, 30 min; activity change, % (test concentration not listed), hits read low; 360,000 tested, 0.3% active; in the data active means activity change below about -30%; further: on the % scale 0 is the no-effect control and ±100 the full control effect
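First, chaperonin was dispensed at 40 nM or 20 nM final depending on batch activity. Next, compounds were pinned at 76 uM and ATP added at 10 uM. After 30 min at 37 °C, ADP detection reagents ran 30 min at ambient temperature.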
A549 viability: Nrf2 qHTS screen for inhibitors: counterscreen for cytotoxicity; 390,000 tested, 0.16% active; Potency, µM (top dose mostly 46 µM), for inactives: at the top dose activity change, negative = cytotoxicity, usual class: inhibitors; A549 ARE-Fluc cells, CellTiter-Fluor viability, 18-24 h; AID 504648, 2011; further: potency means the concentration at half of the fitted maximal effect; on the % scale 0 is the no-effect control and ±100 the full control effect
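Cytotoxicity counterscreen: CellTiter-Fluor fluorescence was measured in A549 ARE_Fluc cells after 18-24 h of compound exposure in a concentration series. The subsequent BugLite luminescent read reports ARE-luciferase activity.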
Nrf2 block: Nrf2 qHTS screen for inhibitors. A549 ARE-Fluc reporter, luciferase luminescence, 18-24 h. Potency, µM (series often up to 46 µM), for the others: top-dose activity change, negative = inhibition, hits mostly inhibitors. 360,000 tested, 2.1% active; further: potency means the concentration at half of the fitted maximal effect; on the % scale 0 is the no-effect control and ±100 the full control effect; nearly all actives have a fitted effect of over 60% in size
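A549 ARE_Fluc cells, 5000/well, 5% FBS OPTI-MEM; compounds in dose-response, 18-24 h at 37 °C/5% CO2; CellTiter-Fluor viability read (Ex 405/Em 525), then BugLite luciferase luminescence = Nrf2 activity.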
Nrf2 activator: qHTS of Nrf2 Activators; Potency, µM (series often up to 46.1 µM), without a hit: at the top dose activation, actives largely listed as activators; AID 624171, 2012; AREc32 ARE-luciferase reporter (MCF7-derived line), luminescence, 24 h; 410,000 tested, 0.31% active; further: potency means the concentration at half of the fitted maximal effect; % of control where 0% means no effect; nearly all actives have a fitted effect of over 65% in size
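Luminescent ARE reporter assay in AREc32_Fluc cells: overnight plating at 37 deg C, 24 hr compound incubation, Steady-Glo added, 30 min RT before reading.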
* marks the source's active call; other numbers are inactive results; i = inactive; ? = inconclusive; · = not tested or not shown. Unless noted, the call rests on the fitted dose curve; in most records, active means well fitted curve in the direction sought with a large enough effect; inconclusive means small, poorly fitted or top-dose-only effect, or another doubt; inactive means no such curve, though single readings can be large; an effect the other way counts as inactive or inconclusive. A portion of the library (hit frequency here may not be typical).

SMILES | EPAC2 antag | MmCpn inh | Akt phos inh | TGFb inhibitor | EPAC2 agonist | CCT modulator | A549 viability | Nrf2 block | Nrf2 activator
CCCC[C@@H]1C=C(C(=O)O)[C@H](c2ccc(CC)cc2)N1S(=O)(=O)c1ccc(C)cc1 | -11% | -1% | i | -29% | -3% | -1.1 | -14% | ? | 0.4%
O=C(CN1CC(c2ccccc2)CC1=O)N/N=C/c1cc(Br)ccc1O (centres undefined) | -1% | -3% | i | -12% | -5% | -1.2 | -7% | ? | 0.1%
COc1ccc(C)cc1NC(=O)NC1CCN(Cc2ccccc2)CC1 | 0% | 1% | i | -11% | -3% | -1.1 | -1% | ? | 0.8%
Cc1ccsc1C1C=C(c2cccc(Br)c2)Nc2ncnn21 (centres undefined) | -3% | -9% | i | 37% | -2% | -2.6 | -4% | -11% | 7.9µM*
CCC(CC)C(=O)c1c[nH]c(C(=O)NCCCn2ccnc2)c1 | 7% | 2% | i | 4% | -15% | 0.2 | 15% | -10% | 0.1%
COc1ccccc1NS(=O)(=O)c1ccc(C)c(C(=O)NCC2(N(C)C)CCCCC2)c1 | 2% | 0% | i | 5% | 7% | -1.2 | -9% | 5% | -0.3%
CCN(CC)C(=O)[C@H]1C[C@H](CC(=O)NCc2ccco2)C(=O)N2CCc3c([nH]c4cc(CCC(=O)N(C)C)ccc34)[C@]12C | -5% | -1% | i | 25% | 8% | -0.2 | 9% | ? | 0.6%
Cc1cc(C(=O)Cn2nc(C(=O)O)c3ccccc3c2=O)c(C)n1CC(F)(F)F | 3% | 0% | i | 8% | -8% | -3.4 | -18% | -37% | 3.4%
CN1CCc2cc3c(c4c2[C@H]1[C@H](O)c1ccccc1-4)OCO3 | ? | -2% | i | ? | 7% | -1.1 | -10% | -28% | 4.3%
COc1ccc(-c2noc(CN(C(=O)C(C)(C)C)C(C)C)n2)cc1 | 0% | -2% | i | 0% | -17% | -1.2 | -6% | 9% | 0.0%
COc1ccc(-c2cc(C(=O)N3CCN(c4ccccc4OC)CC3)no2)cc1OC | -3% | -6% | i | -5% | 26% | -0.7 | 0% | -25% | 0.5%
N#C/C(=C\Nc1ccccc1SC(F)(F)F)c1nc(-c2ccc(F)cc2)cs1 | -2% | -1% | i | 18% | 2% | -2.7 | 0% | 6% | 0.2%
N#Cc1ccc(C(=O)Nc2nnc(-c3cccs3)o2)cc1 | -12% | 0% | i | -9% | 4% | -2.5 | -17% | -14% | -0.2%
COCC(C)n1c(C)cc(C(=O)COC(=O)c2oc3ccccc3c2C)c1C (centres undefined) | -5% | -1% | i | 4% | 8% | -1.4 | -12% | ? | -0.3%
CC(C)[C@H](NC(=O)CCn1nnc2ccccc2c1=O)C(=O)O | 5% | -1% | i | -4% | 6% | -13 | -5% | 4% | 0.1%
CCOC(=O)Cc1sc(N)nc1C | 15% | -1% | i | 2% | 7% | -0.1 | -5% | 12% | 0.4%
CC(=O)Oc1cccc2c1C(=O)c1c(OC(C)=O)cc(C(=O)O)cc1C2=O | -27% | 0% | i | 4% | 5% | 0.8 | 21µM* | ? | -0.2%
Cc1ccc2nc(-c3ccc(NS(C)(=O)=O)cc3)cc(-c3ccccc3)c2c1 | -19% | -2% | i | ? | 7% | -3.7 | -6% | · | -0.2%
Cc1ccc(-c2nnc(NC(=O)CCS(=O)(=O)c3ccccc3)o2)c(C)c1 | 23% | 2% | i | 0% | 7% | 2.1 | 8% | 20% | 0.4%
Cc1ccc(-c2csc(N3CCN(c4cc5c(cc4Cl)nc(C)n5CCN4CCCCC4)CC3)n2)cc1 | 3% | -2% | i | -53% | 4% | 0.0 | 4% | 19% | 3.9%
CCOc1cc(NC(=S)NCC(C)C)c(OCC)cc1NC(=O)c1cccs1 | 13% | 0% | i | -2% | -2% | 1.3 | 12% | ? | 0.1%
O=[N+]([O-])c1ccc(N2CCN(S(=O)(=O)c3ccccc3[N+](=O)[O-])CC2)cc1NCc1cccnc1 | -5% | 1% | i | -20% | -3% | -1.0 | -12% | -26% | 0.7%
CSc1ncc(C(=O)Nc2ccc(C(C)=O)cc2)c(C)n1 | -6% | -1% | i | -5% | 11% | 1.1 | -3% | 1% | -0.3%
CCOC(=O)C(NC(C)=O)(Nc1ccc(S(=O)(=O)Nc2onc(C)c2C)cc1)C(F)(F)F (centres undefined) | 6% | -2% | i | 4% | 0% | -2.0 | -3% | 5% | -0.4%
Cc1cnn(-c2cc(N/N=C/c3ccccc3F)ncn2)c1 | 1% | 1% | i | 10% | 6% | -3.9 | -1% | ? | 6.1%
O=C(O)c1ccc(NC(=O)C2(c3ccccc3)CCCC2)cc1 | 16% | -3% | i | 15% | -3% | 0.5 | -3% | 3% | -0.3%
COCCSc1ccccc1C(=O)Nc1nccs1 | -13% | -1% | i | 3% | 11% | -0.7 | -4% | -12% | 0.5%
CCN(CC)S(=O)(=O)c1ccc(NC(=O)c2ccc(OCC3CCCO3)cc2)cc1 (centres undefined) | 4% | -2% | i | ? | 8% | 2.0 | -9% | ? | 3.3%
O=C(CN1C(=O)S/C(=C\c2ccc(Cl)cc2)C1=O)NC1C=CS(=O)(=O)C1 (centres undefined) | 0% | 3% | i | 11% | -23% | -0.6 | -11% | ? | 13%
COc1cccc(C(=O)Nc2ccccc2C(=O)NCC2CCCO2)c1 (centres undefined) | -7% | -1% | i | -22% | 4% | -3.8 | 0% | -7% | -0.4%

Part of the list above with just Nrf2 block, CCT modulator and TGFb inhibitor:
smiles	Nrf2 block	CCT modulator	TGFb inhibitor
CCOC(=O)C(NC(C)=O)(Nc1ccc(S(=O)(=O)Nc2onc(C)c2C)cc1)C(F)(F)F (centres undefined)	5%	-2.0	4%
Cc1cnn(-c2cc(N/N=C/c3ccccc3F)ncn2)c1	?	-3.9	10%
O=C(O)c1ccc(NC(=O)C2(c3ccccc3)CCCC2)cc1	3%	0.5	15%
COCCSc1ccccc1C(=O)Nc1nccs1	-12%	-0.7	3%
CCN(CC)S(=O)(=O)c1ccc(NC(=O)c2ccc(OCC3CCCO3)cc2)cc1 (centres undefined)	?	2.0	?
O=C(CN1C(=O)S/C(=C\c2ccc(Cl)cc2)C1=O)NC1C=CS(=O)(=O)C1 (centres undefined)	?	-0.6	11%

Carrying on:
SMILES | EPAC2 antag | MmCpn inh | Akt phos inh | TGFb inhibitor | EPAC2 agonist | CCT modulator | A549 viability | Nrf2 block | Nrf2 activator
CCNC(=O)C1(C)CCN(C(=O)c2ccc3c(c2)CCO3)C1 (centres undefined) | -9% | · | i | -6% | 14% | 0.0 | · | · | 0.3%
COc1ccc(N(Cc2cc(=O)[nH]c3ccccc23)C(=O)CCl)cc1 | 1% | 1% | i | ? | 4% | -1.9 | -8% | ? | 6.2%
COc1ccc(Cl)cc1S(=O)(=O)NC(C)C(=O)NCc1ccccn1 (centres undefined) | 7% | 1% | i | 5% | 6% | -0.8 | 0% | 6% | -0.8%
COCCCNC(=O)c1cn(C)c(=O)c2c1c1ccccc1n2C | -1% | -5% | i | -4% | 8% | 0.1 | 8% | 6% | 0.2%
O=C(COC(=O)C1CCC(=O)N1)Nc1cccc([N+](=O)[O-])c1 (centres undefined) | -11% | 1% | i | -10% | -1% | 2.9 | 10% | -9% | 1.2%
C=C(CCO)C1=CCN(S(=O)C(C)(C)C)[C@H]1CCO (some centres undefined) | 16% | · | i | -4% | -2% | 0.3 | 18% | 10% | 0.3%
O=C(Nc1cc2c3c(c1)CC(=O)N3CCC2)c1ccco1 | -5% | 0% | i | 11% | 4% | 0.2 | 0% | -10% | 3.2%
CCOc1ccc2nc(N3CCCC(C(=O)Nc4cc(Cl)c(OC)cc4OC)C3)sc2c1 (centres undefined) | · | · | · | 22% | · | · | 6% | ? | 5.0%
CCC(CO)Oc1cc(NCc2ccc(F)cc2)c2ncn(C(C)C)c2c1 (centres undefined) | 1% | -1% | i | -9% | 4% | 1.1 | -12% | -7% | -1.7%
CCCCCn1c(CCNC(=O)c2cccs2)nc2ccccc21 | -7% | 0% | i | -34% | 9% | 0.2 | -12% | ? | 17%
CC(=O)Nc1ccc(NC(=O)C(C)Sc2nc3ccccc3c(=O)n2CC2CCCO2)cc1 (centres undefined) | -6% | 2% | i | -17% | -7% | -1.3 | -11% | -18% | -0.6%
CCNc1nc(NCC)nc(Oc2ccc(OCC)nn2)n1 | 0% | 1% | i | -4% | 12% | 0.7 | -2% | -24% | 4.7%

Record cards, from the list above. Screens in order: EPAC2 antag, MmCpn inh, Akt phos inh, TGFb inhibitor, EPAC2 agonist, CCT modulator, A549 viability, Nrf2 block, Nrf2 activator
Profile of `CC(C)[C@H](NC(=O)CCn1nnc2ccccc2c1=O)C(=O)O` = 5%, -1%, i, -4%, 6%, -13, -5%, 4%, 0.1%
Profile of `CC(=O)Oc1cccc2c1C(=O)c1c(OC(C)=O)cc(C(=O)O)cc1C2=O` = -27%, 0%, i, 4%, 5%, 0.8, 21µM*, ?, -0.2%
